mcGAS lum = inhibitors of mouse cGAS; inhibition, % at 12.5 µM; recombinant cGAS, Kinase-Glo ATP depletion luminescence; AID 1259399; 160,000 compounds, 0.15% hits; Q8C6L5;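 further: 0% = negative control wells and 100% = reference inhibitor with no enzyme activity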
hcGAS lum = human cGAS inhibition | Q8N884 | recombinant h-cGAS, ATP depletion, Kinase-Glo luminescence | inhibition, % at 12.5 µM | 290,000 compounds, 0.081% hits;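 further: 0% = vehicle reaction and 100% = reaction without DNA for no activity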
Target sequence (Q8N884 whole entry, looked up): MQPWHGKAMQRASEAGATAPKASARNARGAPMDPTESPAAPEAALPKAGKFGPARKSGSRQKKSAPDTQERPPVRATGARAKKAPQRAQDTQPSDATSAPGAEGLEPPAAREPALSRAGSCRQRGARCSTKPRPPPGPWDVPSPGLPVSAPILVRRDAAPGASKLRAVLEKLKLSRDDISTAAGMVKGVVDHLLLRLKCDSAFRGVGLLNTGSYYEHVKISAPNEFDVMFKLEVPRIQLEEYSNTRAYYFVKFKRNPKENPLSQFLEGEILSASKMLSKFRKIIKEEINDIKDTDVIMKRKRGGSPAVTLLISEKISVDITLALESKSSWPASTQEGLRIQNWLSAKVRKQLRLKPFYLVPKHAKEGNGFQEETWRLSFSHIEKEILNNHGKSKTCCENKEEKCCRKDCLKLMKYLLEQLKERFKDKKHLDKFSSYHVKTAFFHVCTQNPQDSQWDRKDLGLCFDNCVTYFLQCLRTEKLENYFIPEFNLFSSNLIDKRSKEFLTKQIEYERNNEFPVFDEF
NPYLR7 agonist = mosquito NPYLR7 agonism; HEK293T NPYLR7/Galpha15, GCaMP6s calcium fluorescence; activation, % at 10 µM; 270,000 compounds, 0.15% hits; AID 1259423; in the data active means activation above about 40%;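 further: 0% = vehicle and 100% = reference agonist at the receptor; some compounds past the cut are filed as inactive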
* marks the source's active call; other numbers are inactive results; . = no result given; & = joins results of further samples. Unless noted, no stated cut-off is given here; in the data, active means inhibition above about 40%; inactive means the rest.

Start of the listing, in advance (6 entries):
Values run as follows: mcGAS lum | hcGAS lum | NPYLR7 agonist
CSc1ccc(C(=O)C2CCCN(Cc3ccc4nonc4c3)C2)cc1 (configuration not stated)
  . | -4 | 3
CC1(C2CC2)NC(=O)N(CN2CC=C(c3ccccc3)CC2)C1=O (configuration not stated)
  -10 | -3 | -1
CCN(CC)P1(=S)OC(c2ccc(F)cc2)=Nc2c1c(C)nn2CCC#N (configuration not stated)
  . | 4 | -9
CC(=O)NC[C@H]1C[C@@H]2CCN1C[C@@H]2c1cc(-c2ccccc2)nc(C)n1
  -9 | -6 | -9
COc1ccc(C2NCCc3[nH]cnc32)c(F)c1 (configuration not stated)
  . | -3 | -8
CCCCS(=O)(=O)N1CCN(CCOC(c2ccccc2)c2ccccc2)CC1
  -5 | -1 | 18

All compounds of this part, previewed entries included:
Values run as follows: mcGAS lum | hcGAS lum | NPYLR7 agonist
CSc1ccc(C(=O)C2CCCN(Cc3ccc4nonc4c3)C2)cc1 (configuration not stated)
  . | -4 | 3
CC1(C2CC2)NC(=O)N(CN2CC=C(c3ccccc3)CC2)C1=O (configuration not stated)
  -10 | -3 | -1
CCN(CC)P1(=S)OC(c2ccc(F)cc2)=Nc2c1c(C)nn2CCC#N (configuration not stated)
  . | 4 | -9
CC(=O)NC[C@H]1C[C@@H]2CCN1C[C@@H]2c1cc(-c2ccccc2)nc(C)n1
  -9 | -6 | -9
COc1ccc(C2NCCc3[nH]cnc32)c(F)c1 (configuration not stated)
  . | -3 | -8
CCCCS(=O)(=O)N1CCN(CCOC(c2ccccc2)c2ccccc2)CC1
  -5 | -1 | 18
Cc1cccc(-n2c(-c3ccc(F)cc3C(F)(F)F)nc3ccccc3c2=O)c1
  -4 | -2 | 4
CCCOC1CCCN(C2CCN(C)CC2)C1 (configuration not stated)
  -18 | -2 | 4
COCCNC(=S)NC[C@H]1C[C@@H]2CCN1C[C@@H]2CN1CCC(C)CC1
  -8 | -5 | -7
O=C1Nc2ccccc2C12CCN(Cc1ccnn1-c1ccccc1)CC2
  . | -3 | -4
C#CC1(O)CCC2C3CCC4=CC(=O)CCC4(C)C3CCC21C (configuration not stated)
  . | -3 | -6
C1CCC2(C1)NN2CCN1NC12CCCC2 (configuration not stated)
  . | -4 | -8
COc1ccccc1-c1cc([C@H]2CN3CC[C@H]2C[C@@H]3COC(=O)NC(C)C)n(C)n1
  -8 | -5 | -6
CCCn1c(C)c(C(=O)Nc2ccc(C#N)cc2)c2cc(OC)ccc21
  . | 1 | 5
Cc1ccc(C(C)Nc2ccc(-c3nc(C4CC4)no3)cn2)cn1 (configuration not stated)
  -13 | -8 | 18
N#Cc1ccc(COC(CN2CCN(C(=O)Cc3ccc(F)cc3)CC2)c2cccc(N3CCCC3)c2)cc1 (configuration not stated)
  -8 | -7 | 22
O=C(NC1CN2CCC1CC2)c1cc(Br)cc2[nH]cnc12 (configuration not stated)
  . | -1 | 5
COc1ccc(C(c2ccc(OC)cc2)C(Cl)(Cl)Cl)cc1
  . | -7 | -7
COC(=O)C1C(=N)OC(C)=C(C(=O)OCc2ccccc2)C12C(=O)Nc1ccccc12 (configuration not stated)
  -4 | -5 | -2
CS(=O)(=O)Nc1ccc(Cc2noc(-c3ccc4[nH]cc(CCN)c4c3)n2)cc1
  . | -5 | -3

New compounds follow
Values run as follows: mcGAS lum | hcGAS lum | NPYLR7 agonist
O=C(COc1ccc(Cl)cc1)N1CCN(C(C(=O)N2CCc3ccccc3C2)C2CCCC2)CC1 (configuration not stated)
  . | 3 | -3
CCN(CC)C(=O)CN1CCCN(C(=O)COc2ccc(O)cc2)CC1
  . | -12 | 9
CC1CCC/C=C/C2CC(O)CC2C(O)/C=C/C(=O)O1 (configuration not stated)
  -2 | -4 | 15
CN(C)C(=O)Oc1ccc2c(=O)c(Oc3ccccc3Br)coc2c1
  . | -4 | 1
CC(C)(C)c1cc(C=C(C#N)C#N)cc(Br)c1O
  -2 | -3 | 2
CCOC(=O)C1C(=N)Oc2cc(C)n(CC)c(=O)c2C12C(=O)N(Cc1ccccc1)c1ccccc12 (configuration not stated)
  -8 | -12 | -2
COc1ccc(S(=O)(=O)N2CCN(CCOC(c3ccccc3)c3cccc(C(F)(F)F)c3)CC2)cc1OC (configuration not stated)
  -8 | -4 | 5
CCCc1cc(C(=O)N2CCC3(CCN(C)C3)CC2)ccn1
  -3 | 0 | -16
Cc1ncc(C(=O)N2C[C@@H](c3ccccc3)[C@@H]3[C@H]2C2CCN3CC2)cn1
  . | -3 | 5
O=C(CCN1CC=C(c2ccc(O)cc2)CC1)N1CCc2ccccc21
  -3 | -4 | 11
O=C(Cc1ccccc1)N1CCN(C(c2ccccc2)c2ccc(Br)cc2)CC1 (configuration not stated)
  -9 | -8 | 3
CN(Cc1ccccc1)C(=O)c1ccc(Cn2nc(C(=O)Nc3nncs3)c3ccccc32)cc1
  -3 | -4 | 1
NCC1(CC(=O)O)CCCCC1
  -5&-3 | -3&-2 | -2&0
CCN(CC)c1nc(SC)ncc1CNCCc1cccc(Cl)c1
  -4 | -3 | 23
CN1C2CCC1CC1(C2)C(C#N)(C#N)C1(C#N)C#N
  . | -2 | -1
CCc1nnc(CN2CCC3(CC2)C(=O)Nc2ccccc23)o1
  . | 1 | 0
CCOC(=O)C(O)(c1ccc(N(C)C(=O)COc2ccccc2)cc1)C(F)(F)F (configuration not stated)
  -6 | -6 | 3
OCc1csc(-c2cccc3c2CCNC3)n1
  -9 | -4 | 1
C/C=C1/C[C@@H](C)[C@](O)(CO)C(=O)OCC2=CCN3CC[C@@H](OC1=O)[C@@H]23
  . | -1 | -4
CCOC(=O)c1ncn2c1CN(C)C(=O)c1cc(N=[N+]=[N-])ccc1-2
  . | -9 | 6

Following part:
Values run as follows: mcGAS lum | hcGAS lum | NPYLR7 agonist
CCCCn1nc(C)c(C(=O)Nc2cc(C)ccc2F)c1Cl
  . | -13 | 0
Cc1cc(CS(=O)C(c2ccccc2)c2ccccc2)on1 (configuration not stated)
  . | 1 | 1
CN(C)CC1CSCCC1(O)c1ccc(C(F)(F)F)cc1 (configuration not stated)
  . | -6 | 0
Cc1cc2ncc(C(=O)N3CC[C@@H]4CC[C@H](C3)N4C)c(=O)n2[nH]1
  . | -5 | 2
NCC(CP(=O)(O)O)c1ccc(Cl)cc1 (configuration not stated)
  -1 | 4 | -3
COc1cccc(C(CN2CCN(C(=O)Cc3ccccc3)CC2)OCc2cccc(Cl)c2)c1 (configuration not stated)
  -7 | -6 | 2
O=C(O)COc1ccc(CN2CCN(CCOC(c3ccccc3)c3ccc(F)c(F)c3)CC2)cc1 (configuration not stated)
  -8 | -4 | 31
Oc1cc(Cl)c(Cl)cc1Cl
  . | 0 | -16
CN1C[C@H](O)[C@]2(CCNC2)S1(=O)=O
  -7 | 2 | 2
Cc1ccc(-n2nc(-c3ccccc3)c3c2N(CC(=O)N2CCOCC2)C(=O)CSC3c2cccc(Cl)c2)cc1 (configuration not stated)
  -3 | -5 | 23
O/N=C1/C(=C/c2ccc(O)cc2)N2CCC1CC2
  . | 3 | -3
O=[N+]([O-])c1ccc(O)c([N+](=O)[O-])c1
  . | 72* | -28
Cc1ccc(C)n1C(Cc1cnc[nH]1)C(=O)O (configuration not stated)
  . | 0 | 2
CC(C)OP(=S)(OC(C)C)OC(C)C
  -6 | -2 | -1
COc1ccccc1CC(C)N(C)Cc1cc(=O)c(O)co1 (configuration not stated)
  . | -8 | -3
NC(=O)c1ccccc1NC(=O)c1cccn(Cc2ccc(F)cc2)c1=O
  . | -1 | 15
COCc1nc(-c2ccc(CN3CCN(C(=O)Cc4ccsc4)CC3)cc2)no1
  -9 | -5 | 3
CCC(NC(C)=O)C1=CCN(CCc2c[nH]c3ccccc23)CC1 (configuration not stated)
  . | -2 | 25
CN1CCC2(CCN(Cc3ccncc3Cl)CC2)C1
  . | -8 | 17
CSc1nc(NC(C)C)nc(NC(C)C)n1
  . | -3 | -8

Later entries
Values run as follows: mcGAS lum | hcGAS lum | NPYLR7 agonist
CN(C)CC(C)(O)c1ccc(Br)cc1 (configuration not stated)
  -7 | -5 | 8
NC(CCCCCP(=O)(O)O)C(=O)O (configuration not stated)
  0 | -1 | 0
CCOC(=O)[C@@]1(C#N)[C@@H]2C=CC(C(N)=O)=CN2[C@@H](C(C)=O)[C@@H]1c1cccnc1
  . | 1 | 0
Cc1[nH][nH]c(=O)c1CC(=O)N1C[C@@H]2CC[C@H](C1)N(CC1CC1)C2
  4 | 7 | .
CCCC12CN3CC(C)(CN(C1)C3C(C)C)C2=O (configuration not stated)
  . | -9 | 5
COCCCNC(=O)CN1C(=O)CSC(c2cccc(F)c2)c2c(C(C)(C)C)nn(-c3cccc(Cl)c3)c21 (configuration not stated)
  -3 | -1 | 2
CNC(=O)Oc1ccc(OCc2cccc[n+]2C)cc1
  . | -1 | 2
Cc1ccc(-c2cc(C(=O)N3C[C@H]4C[C@@H](C3)c3cccc(=O)n3C4)n[nH]2)o1
  -10 | -2 | -1
Cc1onc(-c2c(F)cccc2Cl)c1C(=O)N1CCN(CCOC(c2ccccc2)c2ccccc2)CC1
  -10 | -7 | 24
CCOC(=O)[C@@H]1[C@@H](c2ccccc2)CN2CCN(C(=O)N(C)C)C[C@H]12
  -1 | -4 | 2
O=C1C=CC(=O)C=C1
  -5 | 0 | 5
O=C(Nc1cccc(Cl)c1)C(C1CCCC1)N1CCN(C(=O)COc2ccccc2)CC1 (configuration not stated)
  -2 | 0 | 4
Cc1oncc1S(=O)(=O)NC[C@H]1C[C@@H]2CCN1C[C@@H]2CN(C)Cc1ccccc1
  -8 | -8 | -7
Cc1cc(NC(=O)c2cccn(Cc3ccccc3F)c2=O)c2ccccc2n1
  . | -15 | 14
CC(C)(C)c1nn(-c2cccc(Cl)c2)c2c1C(c1cccs1)SCC(=O)N2CC(=O)N1CCCC1 (configuration not stated)
  3 | 7 | 3
O=C(Nc1ccc([N+](=O)[O-])cc1)c1cccn(Cc2cccc(C(F)(F)F)c2)c1=O
  . | 5 | 16
O=S(=O)(c1ccc(F)cc1Cl)N1CCN(CCOC(c2ccccc2)c2ccccc2)CC1
  -8 | -3 | 25
O=C(Nc1cccc2ccccc12)OCCn1nnnc1C1(N2CCOCC2)CCCCC1
  -5 | -1 | 5
OC12CC3CC(C1)CC(N1CCCC1)(C3)C2
  -5 | -10 | .
C=C(C)C1CC=C(CN(C)C2CCN(C)CC2)CC1 (configuration not stated)
  . | -5 | -10

Another view of some results above.
Cc1oncc1S(=O)(=O)NC[C@H]1C[C@@H]2CCN1C[C@@H]2CN(C)Cc1ccccc1
  mcGAS lum = -8
  hcGAS lum = -8
  NPYLR7 agonist = -7
Cc1cc(NC(=O)c2cccn(Cc3ccccc3F)c2=O)c2ccccc2n1
  mcGAS lum = .
  hcGAS lum = -15
  NPYLR7 agonist = 14

(list continues)
Values run as follows: mcGAS lum | hcGAS lum | NPYLR7 agonist
FC(F)(F)c1cccc(C(OCCN2CCN(Cc3ccco3)CC2)c2ccccc2)c1 (configuration not stated)
  -7 | -7 | -2
NCc1cccnc1
  . | -2 | -2
CN(Cc1ccccc1)C(=O)c1ccc(Cn2nc(C(=O)N3CCN(C(=O)C4CCCO4)CC3)c3ccccc32)cc1 (configuration not stated)
  -5 | -4 | 14
C1=CC[C@H]2CN(Cc3cnc(N4CCOCC4)nc3)C[C@H]2C1
  -11 | -4 | 8
Cc1nc2c(c(=O)n1C)CCN(C(=O)CN1C[C@@H]3CC[C@@H]1C3)CC2
  -7 | -13 | .
COc1ccc2c(c1)c(C(=O)NC(C)C(C)C)c(C)n2C1CC1 (configuration not stated)
  . | -7 | -23
CC(Cc1cnccn1)NCC(=O)Nc1cnccn1 (configuration not stated)
  -17 | -4 | 9
CC(C)C[C@H]1C(=O)N2CCC[C@H]2[C@]2(O)O[C@](NC(=O)[C@@H]3C=C4c5cccc6[nH]cc(c56)C[C@H]4N(C)C3)(C(C)C)C(=O)N12
  -2 | -4 | 20
N#Cc1ccc(Cl)cc1NC(=O)c1cccn(Cc2ccccc2Cl)c1=O
  . | -15 | 14
CSc1nc2ccccc2c(=O)n1-c1cc(C(F)(F)F)ccc1Cl
  . | -2 | 6
Cc1ccc(-c2nn3c(C4C5C=CC(C5)C4C(=O)O)nc4ccccc4c3nc2=O)cc1 (configuration not stated)
  -16 | -9 | 9
CN(CCO)CC(=O)N1CCC2(CCNCC2)CC1
  0 | 4 | .
OC1CNCC1N1CCCC1 (configuration not stated)
  . | 1 | -14
CC(C)(C)OC(=O)N1CCC(Nc2ccc(C#N)c(C(F)(F)F)c2)C1 (configuration not stated)
  . | 0 | 5
Cc1cccc(CC(C)NCc2c(C(=O)N3CCCC3)nc3sccn23)n1 (configuration not stated)
  . | -5 | 3
CCOC(=O)c1ncn2c1[C@@H]1CCCN1C(=O)c1cc(OC)ccc1-2
  -3 | -6 | 2
CC12CN3CC(C)(CN(C1)C3(C)C)C2=O
  . | 1 | 1
c1ccc(C(c2ccccc2)c2ncc[nH]2)cc1
  -10 | -3 | 15
COc1cc(OC)c(OC)cc1C=C1C(=O)NC(=S)NC1=O
  . | 4 | 1
Cc1nnc2n1-c1ccc(Cl)cc1C(c1ccccc1)=NC2
  . | -1&7 | -11&-6
COP1(=S)C2=C(N3CCOCC3)CC(C)(C)CC2=NN1c1ccccc1 (configuration not stated)
  . | -1 | 6
CCOC(=O)CCN1CC1C(=O)OCC (configuration not stated)
  . | -1 | -7

Profiles, quoted from the list. Order of values: mcGAS lum	hcGAS lum	NPYLR7 agonist
Results for CN(CCO)CC(=O)N1CCC2(CCNCC2)CC1 = 0	4	.
Results for CC12CN3CC(C)(CN(C1)C3(C)C)C2=O = .	1	1

From PubChem BioAssay

A portion of the library; count on the stated rates, not on these rows.
